# Source: PubChem (Sanford-Burnham Center for Chemical Genomics)
# NadD block = inhibitors of S. aureus NadD, primary screen, biochemical, colorimetric, uHTS. AID 602399, 2012. Nicotinate-nucleotide adenylyltransferase NadD (Staphylococcus aureus N315). 0.78% of 360,000 active. inhibition, % at 20 µM. purified NadD enzyme, colorimetric absorbance read-out; in the data active = inhibition above about 26%; note: some compounds past the cut are filed as inactive
# SKN-1 inh = suppressors of acrylamide-induced Pgst-4::GFP reporter in worms, primary screen, SKN-1 inhibitor project, whole organism, uHTS, GFP/RFP fluorescence ratio, strain VP596 | C. elegans VP596 Pgst-4::GFP/RFP ratio, 24 h | 0.49% of 360,000 active | inhibition, % at 21.8 µM;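 active = interference check ratio from 0.5 to 1.5 plus GFP to RFP signal ratio inhibition reaching or exceeding a fixed threshold, cut at about 30% in these data, passing the limit was not always enough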; note: some compounds called inactive have numbers as strong as hits
# STEP block = STEP phosphatase inhibitors, primary screen, biochemical, fluorescence intensity, uHTS. 0.25% of 360,000 active. inhibition, % at 20 µM. recombinant STEP, OMFP fluorogenic substrate;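 active = inhibition at 20 µM, scaled per plate between control wells, above about 37%, limit read from the data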;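 note: 0% = DMSO with enzyme and substrate and 100% = substrate only without enzyme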
# Target sequence (P54829 whole entry, looked up): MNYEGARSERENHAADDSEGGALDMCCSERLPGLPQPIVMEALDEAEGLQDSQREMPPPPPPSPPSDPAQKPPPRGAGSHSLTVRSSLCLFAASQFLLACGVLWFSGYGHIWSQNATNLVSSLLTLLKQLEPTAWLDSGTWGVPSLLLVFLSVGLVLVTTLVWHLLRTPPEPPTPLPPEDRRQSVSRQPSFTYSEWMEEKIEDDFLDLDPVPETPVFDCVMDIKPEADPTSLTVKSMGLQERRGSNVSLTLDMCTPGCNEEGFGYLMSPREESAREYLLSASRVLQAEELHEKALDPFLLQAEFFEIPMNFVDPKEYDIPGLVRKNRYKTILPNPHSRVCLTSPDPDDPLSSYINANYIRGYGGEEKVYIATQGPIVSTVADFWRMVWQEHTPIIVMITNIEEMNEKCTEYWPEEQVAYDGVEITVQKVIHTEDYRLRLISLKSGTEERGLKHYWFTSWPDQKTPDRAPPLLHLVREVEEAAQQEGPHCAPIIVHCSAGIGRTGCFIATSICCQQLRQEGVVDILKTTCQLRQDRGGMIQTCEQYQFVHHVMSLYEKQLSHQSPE
#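 medium = Bis-Tris buffer pH 6.0, 2.5 mM DTT, 0.005% Tween 20 | test system = STEP (striatal-enriched tyrosine phosphatase) enzyme, cell-free | measure = normalized % inhibition | compound dosing = 20 µM, 1% DMSO | also added = 25 µM OMFP | schedule = reaction 20 min, ambient temperature | measured by = fluorescence read at 480 nm ex / 540 nm em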
# MT1-MMP act inh = blockers of MT1-MMP proenzyme processing, primary screen, HT1080 RFP-PRO-GFP cells, GFP/RFP fluorescence | GFP/RFP ratio fluorescence, overnight; percent of plate control window, DMSO zero | Matrix metalloproteinase-14 (Homo sapiens), P50281 | 0.061% of 360,000 active | GFP/RFP ratio change, % at 20 µM;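 active = GFP/RFP ratio change of at least 30% with cell ATP level not reduced by more than half and red fluorescence within 50% of control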; note: strong numbers were not always called active
#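 Assay system: HT1080 RFP-PRO-GFP cells | Dosing: 20 µM single dose, 1% DMSO | Incubation: Cells overnight before dosing, compound overnight, 37 °C, 5% CO2 | Evaluation: GFP/RFP fluorescence ratio | Control set: DMSO-only wells and HT1080 RFP-L50D-GFP cell wells as references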
# DNMT1 block = human DNMT1 methyltransferase inhibitors, primary screen, biochemical, molecular beacon, fluorescence, HinP1I cleavage, uHTS. DNA (cytosine-5)-methyltransferase 1 (Homo sapiens), P26358. inhibition (reported as % activation of signal), % at 10 µM. 0.83% of 360,000 active; in the data active = inhibition above about 50%
# LMPTP inh = LMPTP phosphatase inhibitors, primary screen, biochemical, fluorescence intensity, uHTS. recombinant LMPTP-A, OMFP fluorogenic substrate. Low molecular weight phosphotyrosine protein phosphatase (Homo sapiens), P24666. inhibition, % at 20 µM. 0.22% of 360,000 active;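 active = compounds that cut the enzyme signal by at least half of the control window in the single-dose screen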;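 note: plate controls were DMSO wells with enzyme plus substrate for no effect and substrate without enzyme for full effect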
# Target sequence (P24666 whole entry, looked up): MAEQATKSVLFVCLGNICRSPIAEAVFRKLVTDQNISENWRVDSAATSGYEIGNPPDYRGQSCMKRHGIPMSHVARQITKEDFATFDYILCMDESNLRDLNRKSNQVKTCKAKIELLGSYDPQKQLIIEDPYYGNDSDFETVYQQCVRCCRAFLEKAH
#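 Test system: LMPTP-A phosphatase enzyme; input: 0.625 nM LMPTP-A final; reagent: OMFP substrate, 400 µM final; compound dosing: 20 µM single dose, 3% DMSO; incubation: 50 min dark incubation at room temperature; measured by: endpoint fluorescence intensity from OMFP dephosphorylation; measure: % inhibition relative to no-enzyme and uninhibited control wells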
# SUMO1-SIM PPI = modulators of SUMO1 protein-protein interactions, primary screen, biochemical, uHTS. AID 602429, 2012. 0.33% of 360,000 active. inhibition, % at 20 µM. SUMO1 binding to a labelled peptide, TR-FRET, 1 h; in the data active = inhibition above about 37%
# Target sequence (P63165 whole entry, looked up): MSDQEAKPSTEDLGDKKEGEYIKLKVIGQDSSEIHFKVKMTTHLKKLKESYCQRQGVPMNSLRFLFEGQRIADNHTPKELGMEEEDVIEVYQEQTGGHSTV
# Rpn11 block = Rpn11 (PSMD14) deubiquitinase inhibitors, primary screen, biochemical, fluorescence polarization, uHTS; human 26S proteasome, Ub4-pepOG fluorescence polarization; 20S core pre-blocked with epoxomicin; calls only at 20 µM; 0.59% of 360,000 active;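 active = inhibition at 20 µM, scaled to each plate's controls, above about 33%, limit read from the data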
# CendR NRP1 mod = modulators of CendR peptide binding to NRP-1, primary screen, biochemical, fluorescence polarization, uHTS; Neuropilin-1 (Homo sapiens), O14786; FAM-RPARPAR peptide binding to NRP-1; inhibition, % at 25 µM; 0.85% of 360,000 active; AID 602438, 2012;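 active = inhibition or corrected inhibition above about 18%, plus a signal ratio from 0.5 to 1.5, limit read from the data, passing the limit was not always enough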; note: strong numbers were not always called active
# Scp1 inh = Scp-1 phosphatase inhibitors, primary screen, biochemical, colorimetric, uHTS. inhibition, % at 20 µM. 0.88% of 340,000 active. Recombinant Scp1, phosphopeptide, malachite green phosphate absorbance. Carboxy-terminal domain RNA polymerase II polypeptide A small phosphatase 1 (Homo …;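 active = inhibition above about 50% at 20 µM, limit read from the data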;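 note: plate controls were DMSO wells with enzyme for no effect and wells lacking enzyme for full effect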
# Target sequence (Q9GZU7 76-261 limits assumed): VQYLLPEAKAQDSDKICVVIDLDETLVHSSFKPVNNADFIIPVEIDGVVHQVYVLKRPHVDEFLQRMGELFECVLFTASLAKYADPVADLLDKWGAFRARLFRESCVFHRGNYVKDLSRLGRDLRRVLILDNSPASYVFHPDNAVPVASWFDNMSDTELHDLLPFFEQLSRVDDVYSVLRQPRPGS
#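 Test system – truncated SCP-1 phosphatase (76-261aa) · Reagent – Phosphorylated 17-residue peptide substrate · Incubation – 45 min room-temperature reaction, 5 min colour, 30 min stabiliser · Detection – colorimetric phosphate reagent with accelerator and stabiliser, absorbance at 630 nm · Measure – % inhibition at 20 µM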
# Starred values were filed as active, the others as inactive; i = inactive; . = no result given; & = joins results of further samples.
# Value order – NadD block	SKN-1 inh	STEP block	MT1-MMP act inh	DNMT1 block	LMPTP inh	SUMO1-SIM PPI	Rpn11 block	CendR NRP1 mod	Scp1 inh
Cc1ccccc1-c1cc2nc(NCCN3CCNC3=O)n(C)c(=O)c2s1
  1	-13	2	4	1	0.2	13	i	-7	.
O=C1C2C3C=CC(C3=C(c3ccccc3)c3ccccc3)C2C(=O)N1CCO (configuration not stated)
  -5	-21	-12	.	1	-1.8	2	i	6	-7
O=C1CCc2ccccc2N1
  -1	-4	-1	3	4	-0.1	5	i	-1	-11
C/C(=N\Nc1nc(N2CCCCC2)nc(N2CCOCC2)n1)c1ccccc1O
  0	10	0	-4	-4	3.0	0	i	6	-4
O=C(NCc1csc2ccc(Cl)cc12)Nc1cccc2ccccc12
  18	3	0	-2	32	-1.3	-4	i	6	-7
CC1Sc2ccc(S(=O)(=O)CCC(=O)N3CCN(c4ccccc4F)CC3)cc2NC1=O (configuration not stated)
  4	-7	1	-3	-4	-1.3	1	i	0	-4
O=C(O)C(NS(=O)(=O)c1cccc2nsnc12)c1ccccc1 (configuration not stated)
  -1	2	-4	-3	3	-0.4	-19	i	-10	1
CCS(=O)(=O)Nc1cccc(C2=NN(C(=O)c3ccco3)C(c3ccco3)C2)c1 (configuration not stated)
  1	14	1	-7	1	1.7	-12	i	8	1
COc1ccc(-c2[nH]ncc2CNC(C)CCn2cccn2)cc1F (configuration not stated)
  -2	-15	-4	-2	2	-1.4	-1	i	-3	-10
Cc1nnc(Nc2ccc(F)cc2)c2ccccc12
  -4	24	2	-2	4	-0.6	6	i	-5	-10
COC(=O)c1ccccc1NC(=O)CSc1nc(O)cc(=O)n1C1CCCC1
  7	-5	1	-8	-2	-1.3	2	i	-11	6
CCc1nc2c(OCC(=O)C(C)(C)C)cccn2c1N(C=O)Cc1ccccc1
  6	2	0	-1	-2	0.4	1	i	-10	.
Cc1c(C(=O)N2CCN(CC(=O)Nc3ccccc3Cl)CC2)oc2ccc(Br)cc12
  -3	-1	-1	-4	-5	5.8	3	i	-5	-6
CC(C)[C@@H](COc1ccccc1)N1CCN(Cc2ccccc2)CCC1=O
  -4	-1	-3	-6	1	-4.3	1	i	12	-6
Cc1cc2c(Nc3ccccc3O)ncnc2s1
  -2	6	1	6	-5	-1.2	5	i	-9	.
O=C(Nc1ccc(F)cc1F)c1cc(-c2ccco2)nc2ccccc12
  8	-1	1	-3	-6	-0.3	-3	i	-15	1
O=C(Cc1ccccc1)Nc1nc(-c2cccs2)cs1
  -3	3	-1	-16	-9	1.4	-11	i	-8	3
CCN=C1SC(C(=O)NCCc2ccccc2)CC(=O)N1CC (configuration not stated)
  -7	11	9	-1	0	-0.4	4	i	11	-9
CSc1nsc(SCC(=O)Nc2cccc(NC(C)=O)c2)n1
  0	-6	2	-1	1	0.0	2	i	6	0
Cc1ccc(NC(=O)c2c([N+](=O)[O-])c(C(C)(C)C)nn2C)c(C)c1
  -1	10	-3	7	2	-1.4	4	i	9	-9
C/C(=N\NC(N)=S)C1=CCC2C3CC[C@H]4CC(O)CC[C@]4(C)C3CC[C@]12C (some centres not stated)
  36*	13	10	-34	2	18	6	i	8	-4
CCCOc1ccc(C(=O)CCC(=O)NNC(=O)c2cccs2)cc1
  5	0	1	7	-2	0.7	0	i	6	-7
Cc1cc(CNC(=O)CC2C(=O)NCCN2CC(C)(C)C)nn1C (configuration not stated)
  -6	13	2	-4	-2	-2.8	-1	i	12	-1
CCS(=O)(=O)n1nc(-c2cccnc2)nc1NCc1ccc(F)cc1
  -9	14	0	-2	3	-0.7	3	i	6	0
Nc1nnc(CC(=O)N/N=C/c2ccc(-c3cccc(C(=O)O)c3)o2)s1
  -5	-15	1	-5	-1	-2.3	11	i	-35	54*
CCNC(=S)N1CCN(C(=O)C(Cc2ccccc2)NC(C)=O)CC1 (configuration not stated)
  -1	-7	-1	-1	1	-2.2	-3	i	-5	-1
CC(=NNC(=O)c1ccncc1)c1ccc(Cl)cc1Cl
  -2	4	-5	1	0	-1.5	0	i	14	-10
COc1ccc(N2CCN(CCS(=O)(=O)c3cc(Cl)ccc3Cl)CC2)cc1
  -1	11	-1	1	-2	0.9	-1	i	-1	-5
Cc1ccc(NC(=O)C2CCCN(S(=O)(=O)c3ccc4[nH]c(=O)ccc4c3)C2)nc1 (configuration not stated)
  4	-7	2	1	2	0.4	5	i	-6	-2
CCOC(=O)Cn1nc(C)n(-c2ccc(C(C)(C)C)cc2)c1=O
  3	-9	-3	4	6	-1.1	-2	i	-4	-4
CCCCN(C)CCn1c(=S)[nH]c2ncccc2c1=O
  -2	-9	5	-9	94*	-2.7	-2	i	-10	-2
Cc1[nH]nc2ncc(C(=O)c3cc(Cl)cc(Cl)c3O)cc12
  16	-21	1	-3	-11	-4.0	26	i	-13	9
CCCCOc1ccc(C(=O)N2CCNC(=O)C2)cc1
  -2	5	-3	3	0	-0.5	3	i	3	-6
CCn1cc(NC(=O)Nc2ccc(OC)c(OC)c2)c(C(N)=O)n1
  -6	16	-1	11	0	-1.2	-2	i	4	-5
Cc1ccc(C(=O)CSc2nnc(Cn3nnc4ccccc43)n2C)cc1
  0	-3	-2	6	11	-1.5	1	i	-2	-6
O=C1[C@@H]2[C@H](C(=O)N1CC(O)COCc1ccccc1)C1C=C[C@H]2C1 (some centres not stated)
  -1	-5	-1	4	7	0.0	-1	i	0	1
c1ccc(NCCSc2nc3ccccc3s2)cc1
  -1	-4	-2	3	2	2.7	19	i	-8	2
CCSc1nc2sc3c(c2c(=O)[nH]1)CC(C)(CC)OC3 (configuration not stated)
  -9	-16	0	3	-1	-0.9	-2	i	-3	-10
O=C(NN1CC(C(=O)OCc2ccc(Br)cc2)CC1=O)c1ccccc1 (configuration not stated)
  0	8	-1	0	0	-0.1	-4	i	0	-5
O=C(N/N=C/c1ccc(N2CCOCC2)o1)c1cccc([N+](=O)[O-])c1
  5	4	3	0	-4	0.9	-7	i	-8	1
CCOc1ccccc1N(CC)C(=O)Cn1ncc2c(=O)oc3ccccc3c21
  3	-6	-1	-1	-1	-0.8	2	i	-2	-9
CCC(C(=O)NC(C)(C)C)N(C(=O)Cn1nnc(-c2ccccc2F)n1)c1cccc2c1CCCC2 (configuration not stated)
  11	-4	3	-10	-1	1.8	-1	i	-8	-8
c1ccc(N=Nc2ccc(C3=NCCO3)cc2)cc1
  2	53*	1	4	-3	0.4	-21	i	-8	.
O=C(NCCc1ccccc1C(F)(F)F)c1cc(COc2ccccc2)on1
  -4	-11	-1	1	3	2.2	5	i	-1	.
Cc1cc2occ(CC(=O)NC3=NCCS3)c2cc1C(C)C
  -5	8	0	0	4	0.8	3	i	3	-3
COC(=O)c1cc(Br)ccc1-c1ccc(/C=N/n2nnnc2N)o1
  -7	6	1	-1	-4	0.1	-11	i	-8	-3
N#Cc1c(Nc2ccccc2)sc(C(=O)c2ccccc2)c1N
  -2	-3	2	-1	-6	-0.4	-14	i	7	6
Cc1cc(NC(=O)CN2CCN(c3ccc(O)cc3)CC2)no1
  -7	-16	-3	-3	1	-0.8	1	i	0	0
CCCN1C2CCCC1CC(NC(=O)NC13CC4CC(CC(C4)C1)C3)C2 (configuration not stated)
  -4	11	-1	3	4	-3.6	7	i	5	-6
O=C(Nc1ccc(S(=O)(=O)N2CCCCC2c2cccnc2)cc1)c1c(F)cccc1F (configuration not stated)
  0	0	-2	1	-6	-0.9	3	i	11	1
Cn1c(Oc2ccc(F)cc2)c(C=O)c2ccccc21
  5	4	-1	-6	-3	1.9	-16	i	-2	-2
COc1ccc2cc3[n+](cc2c1OC)CCc1cc2c(cc1-3)OCO2
  5&2	-4&-4	2&1	-12&25	-7&-5	1.0&2.5	-25&-35	i	10&0	-3&7
CN(C)C(CNC(=O)c1ccccc1OCc1ccc(Cl)cc1)c1ccco1 (configuration not stated)
  -4	-6	-3	-4	1	0.5	1	i	3	-3
Cc1c(OC(C)C(=O)N2C[C@H]3C[C@@H](C2)c2cccc(=O)n2C3)ccc2c3c(c(=O)oc12)CCC3 (some centres not stated)
  3	22	-2	2	-4	19	1	i	-11	10
Cc1nc2ccc(NC(=O)[C@H](C)N3C(=O)C4CC=CCC4C3=O)cc2s1 (some centres not stated)
  -8	-10	-3	-4	1	-1.3	2	i	19*	-6
O=Cc1c(OCc2ccccc2)ccc2ccccc12
  5	16	2	-2	0	3.4	-15	i	23	-12
COc1ccccc1N1CCN(C(=O)c2sc3nc(C)nc(N4CCN(c5ccccn5)CC4)c3c2C)CC1
  -1	3	1	-3	1	2.4	3	i	-2	6
CCOc1cc(-c2noc(N)c2C#N)cc(OCC)c1OCC
  -7	16	-2	-2	-4	3.0	-7	i	2	-16

# Single records, from the list above.
# Shown for `O=C(NCCc1ccccc1C(F)(F)F)c1cc(COc2ccccc2)on1` = NadD block: -4; SKN-1 inh: -11; STEP block: -1; MT1-MMP act inh: 1; DNMT1 block: 3; LMPTP inh: 2.2; SUMO1-SIM PPI: 5; Rpn11 block: i; CendR NRP1 mod: -1; Scp1 inh: .
# Shown for `CN(C)C(CNC(=O)c1ccccc1OCc1ccc(Cl)cc1)c1ccco1` (configuration not stated) = NadD block: -4; SKN-1 inh: -6; STEP block: -3; MT1-MMP act inh: -4; DNMT1 block: 1; LMPTP inh: 0.5; SUMO1-SIM PPI: 1; Rpn11 block: i; CendR NRP1 mod: 3; Scp1 inh: -3
